# hcDAF12 agonist = activates DAF-12 receptor from parasite H. contortus. HEK293 hcDAF-12 lit1-tk-luc reporter, luminescence; 0% DMSO, 100% Δ7-dafachronic acid. activation, % at 6.8 µM. actives 1.4% (n = 370,000). AID 652067;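 active = activation above the mean of all tested compounds plus 3 SD, cut at about 5.5% in these data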;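 note: 100% = response to 3 µM Δ7-dafachronic acid high control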
# PLCb3 inh = inhibitors of human phospholipase C beta3; Q01970; Purified PLC-beta3, fluorogenic substrate, fluorescence; inhibition, % at 12.2 µM; actives 0.18% (n = 370,000); in the data active = inhibition above about 11%;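 note: 0% = median of compound wells on plate and 100% = full blocker control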
# FXN GAA850 act = increases GAA850 frataxin promoter reporter activity; activation, % at 6 µM; actives 0.56% (n = 360,000); HEK293 lucGAA850 FXN promoter luciferase reporter, 24 h; percent of 10 µM SAHA response;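 active = activation above the average of all compounds screened plus 3 SD, cutoff fixed separately per campaign, cut at about 7.5% in these data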;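 note: 0% = DMSO wells and 100% = 10 µM SAHA wells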
# SMARCA2 act = increases SMARCA2 function in MMTV reporter cells; AID 652017; MG213 cells, MMTV-luciferase reporter, dexamethasone, overnight; actives 1% (n = 370,000); activation, % at 9.1 µM; in the data active = activation above about 7.8%;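 note: 0% = vehicle wells and 100% = reference activator wells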
# hgDAF12 agonist = agonists of H. glycines DAF-12 nuclear receptor. activation, % at 6.8 µM. AID 687014. actives 1.8% (n = 370,000). HEK293 GAL4-hgDAF12 UAS-luciferase reporter, agonist luminescence; normalized to butyrate control;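 active = activation above a cutoff set at the mean of all screened compounds plus 3 SD, cut at about 10% in these data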;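 note: 0% = DMSO wells and 100% = sodium butyrate wells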
# ssDAF12 agonist = activators of S. stercoralis DAF-12 nuclear receptor; HEK293 ssDAF-12/GRIP1 lit1-tk-luc reporter, luminescence; % of 3 µM dafachronic acid response; activation, % at 6.8 µM; actives 1% (n = 370,000); AID 652126;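 active = activation above the mean over all tested compounds plus 3 SD, cut at about 0.9% in these data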;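 note: 0% = DMSO-only wells and 100% = 3 µM delta7-dafachronic acid wells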
# DAX1 inh-1 = blocks DAX1 repression of SF-1 activated StAR promoter; HEK293T StAR-luciferase reporter, SF-1/DAX-1 repression relief; inhibition, % at 6.8 µM; actives 1.1% (n = 370,000); AID 652010;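 active = inhibition above the mean over all tested compounds plus 3 SD, cut at about 3.6% in these data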;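 note: 0% = DAX-1 cells with DMSO and 100% = cells lacking DAX-1 with DMSO; higher inhibition means more luminescence from relief of DAX-1 repression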
# sPLA2-III inh = Inhibits HGIII-sPLA2 liposome hydrolysis, primary screen; Q9NZ20; QFRET BODIPY PC-A2 liposome hydrolysis, fluorescence; inhibition, % at 12.2 µM; actives 0.56% (n = 370,000);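 active = inhibition above mean plus 3 SD of compounds lying within the high and low control bounds, cut at about 19% in these data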;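 note: 0% = median of test compound wells and 100% = no enzyme DMSO wells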
# Target sequence (Q9NZ20 whole entry, looked up): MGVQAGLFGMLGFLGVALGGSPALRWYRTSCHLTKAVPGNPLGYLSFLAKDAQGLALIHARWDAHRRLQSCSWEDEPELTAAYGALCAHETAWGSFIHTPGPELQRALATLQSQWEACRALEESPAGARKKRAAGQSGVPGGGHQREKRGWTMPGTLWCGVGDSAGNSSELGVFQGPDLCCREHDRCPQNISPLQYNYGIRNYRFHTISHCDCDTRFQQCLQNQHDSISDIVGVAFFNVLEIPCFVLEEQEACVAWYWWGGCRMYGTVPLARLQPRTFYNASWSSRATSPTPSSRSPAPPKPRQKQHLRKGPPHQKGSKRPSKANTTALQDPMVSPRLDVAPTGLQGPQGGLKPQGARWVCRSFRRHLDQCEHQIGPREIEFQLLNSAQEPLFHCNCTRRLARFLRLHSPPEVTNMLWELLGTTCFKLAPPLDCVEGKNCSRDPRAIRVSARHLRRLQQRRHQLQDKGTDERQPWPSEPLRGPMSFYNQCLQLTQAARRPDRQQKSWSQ
# DAX1 inh-2 = NR0B1 (DAX1) inhibition. HEK293 Gal4-DAX1 luciferase reporter, luminescence. P51843. inhibition, % at 6.75 µM. AID 504766. actives 0.99% (n = 340,000);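 active = inhibition above the mean over all tested compounds plus 3 SD, cut at about 4.2% in these data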;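 note: 0% = DAX1-transfected cells with DMSO and 100% = empty-vector control cells with DMSO; inhibition shows as a rise in luminescence from relieved DAX1 repression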
# Rev-erbA mod = modulates human Rev-erb alpha binding to DNA | activity, % at 10 µM | P20393 | Rev-erbα–FITC-DNA binding, fluorescence polarization, 90 min | actives 0.79% (n = 370,000);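 active = activity above about 14%, limit read from the data; passing the limit was not always enough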;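 note: 0% = DMSO wells with 35 nM protein and 100% = DMSO wells with 750 nM protein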
# Target sequence (P20393 whole entry, looked up): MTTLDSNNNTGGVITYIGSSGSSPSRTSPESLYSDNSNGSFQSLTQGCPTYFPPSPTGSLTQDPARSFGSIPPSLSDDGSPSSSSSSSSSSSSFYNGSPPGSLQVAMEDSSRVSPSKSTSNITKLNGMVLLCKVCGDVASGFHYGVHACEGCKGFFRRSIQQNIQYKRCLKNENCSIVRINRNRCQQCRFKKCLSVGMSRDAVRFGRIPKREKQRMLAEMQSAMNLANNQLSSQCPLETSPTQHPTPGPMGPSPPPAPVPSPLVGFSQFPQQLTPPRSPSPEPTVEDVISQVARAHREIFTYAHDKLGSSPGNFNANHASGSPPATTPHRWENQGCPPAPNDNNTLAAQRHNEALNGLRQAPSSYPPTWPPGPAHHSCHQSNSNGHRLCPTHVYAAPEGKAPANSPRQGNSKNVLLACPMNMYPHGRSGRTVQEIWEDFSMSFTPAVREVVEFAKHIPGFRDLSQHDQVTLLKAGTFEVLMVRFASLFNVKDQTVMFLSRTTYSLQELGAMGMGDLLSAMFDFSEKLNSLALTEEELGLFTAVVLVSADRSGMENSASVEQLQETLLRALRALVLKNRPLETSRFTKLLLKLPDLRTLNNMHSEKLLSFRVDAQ
# PG9 binder = small molecules binding HIV-1 gp120 antibody PG9 | TR-FRET gp120-PG9 antibody binding | inhibition, % at 6.7 µM | actives 0.43% (n = 360,000) | AID 624416; in the data active = inhibition above about 8.5%
# * marks the source's active call; other numbers are inactive results; . = no result given.
SMILES,hcDAF12 agonist,PLCb3 inh,FXN GAA850 act,SMARCA2 act,hgDAF12 agonist,ssDAF12 agonist,DAX1 inh-1,sPLA2-III inh,DAX1 inh-2,Rev-erbA mod,PG9 binder
CCC(C(=O)n1cccc1C#N)c1ccccc1C (stereo not drawn),-0.3,4.7,-0.8,-0.7,0.1,-1.3,-0.3,-1.4,-0.1,1.2,-0.9
CCNc1nc2ccccc2[nH]1,-1.7,-32.2,0.2,4.3,-0.3,-1.2,0.4,5.3,-0.1,-1.1,-2.3
COc1cc(C(=O)Oc2ccc3c(c2)OCC3=O)cc(OC)c1OC,-1.2,-9.9,-0.8,-1.9,1.6,-1.0,0.4,-46.0,-0.2,2.8,-0.5
O=Cc1ccc(-c2ccc(Cl)cc2Cl)[nH]1,0.5,-4.4,-0.2,4.1,2.8,-1.1,-0.3,1.4,1.6,0.4,0.1
CN(C)C(=S)SCC(=O)NCc1ccc(F)cc1,0.3,2.6,4.3,-2.0,5.6,-1.6,0.5,2.9,0.3,2.7,0.7
CCCCc1cc(=O)oc2cc(C)cc(OCC(=O)N3CCC(C(=O)O)CC3)c12,-1.1,-379.2,1.2,1.6,1.1,-0.7,0.1,3.8,1.3,-2.7,0.9
CC1=NN(C(=O)c2ccccc2Cl)C(O)(c2ccccc2)C1 (stereo not drawn),0.0,-2.7,1.2,0.5,2.2,-1.6,0.5,0.8,2.5,2.4,-0.6
Cc1noc(C)c1NC(=O)N(C)C[C@@H]1OCc2cn(nn2)CCCC(=O)N([C@H](C)CO)C[C@H]1C,-0.3,4.6,0.0,-3.5,2.0,-1.1,-0.5,12.0,-0.2,-2.2,2.0
CCc1nc2c(OCCOc3ccc(F)cc3)cccn2c1N(C=O)Cc1ccc(OC)cc1,-1.7,-2.5,-0.5,-6.2,-1.2,-1.6,-1.6,-0.1,.,1.4,0.3
COc1ccc(CN2C[C@@H](CO)O[C@@H](n3cnc4c(NCc5ccco5)ncnc43)C2)cc1,0.8,-0.2,-3.3,0.1,4.9,-1.0,-1.0,-12.7,.,0.6,-1.6
FC(F)(F)c1cccc(NC(=S)N2CCN(c3ccccc3)CC2)c1,-2.8,-1.5,0.9,-0.8,4.1,-1.1,0.9,4.3,0.3,0.7,-1.0
CCC(=O)Nc1ccc(C(=O)N2CCN(C(=O)c3ccco3)CC2)cc1,-0.9,0.3,2.0,-0.2,0.1,-1.2,-0.2,-2.0,0.0,-1.2,-1.2
CCOc1ccccc1Nc1nnc(SCC(=O)Nc2nc(-c3ccc(OC)cc3)cs2)s1,-0.1,2.6,2.6,1.0,-0.8,-1.3,-0.3,-2.1,-0.5,0.0,1.2
CC(C)CCNC(=O)CCS(=O)(=O)c1cccc2nonc12,-1.3,3.7,-2.4,-2.1,2.5,-1.3,0.1,3.8,1.9,5.9,2.6
O=S(=O)(NCCSc1ccccc1)c1ccc(F)cc1,0.3,3.9,1.6,-1.7,0.5,-0.8,-0.8,-24.3,-0.4,1.3,-0.3

# 3 structures already listed, arranged by count of non-hydrogen atoms, smallest number first.
SMILES,hcDAF12 agonist,PLCb3 inh,FXN GAA850 act,SMARCA2 act,hgDAF12 agonist,ssDAF12 agonist,DAX1 inh-1,sPLA2-III inh,DAX1 inh-2,Rev-erbA mod,PG9 binder
CCC(C(=O)n1cccc1C#N)c1ccccc1C (stereo not drawn),-0.3,4.7,-0.8,-0.7,0.1,-1.3,-0.3,-1.4,-0.1,1.2,-0.9
CC(C)CCNC(=O)CCS(=O)(=O)c1cccc2nonc12,-1.3,3.7,-2.4,-2.1,2.5,-1.3,0.1,3.8,1.9,5.9,2.6
FC(F)(F)c1cccc(NC(=S)N2CCN(c3ccccc3)CC2)c1,-2.8,-1.5,0.9,-0.8,4.1,-1.1,0.9,4.3,0.3,0.7,-1.0

# The list continues:
SMILES,hcDAF12 agonist,PLCb3 inh,FXN GAA850 act,SMARCA2 act,hgDAF12 agonist,ssDAF12 agonist,DAX1 inh-1,sPLA2-III inh,DAX1 inh-2,Rev-erbA mod,PG9 binder
Cc1ccc(S(=O)(=O)N2CCC(C(=O)Nc3ccccc3N3CCCCC3)CC2)cc1C,2.3,-4.2,-2.2,0.8,2.3,-1.0,0.4,-1.8,1.6,6.5,0.1
O=C(C1CCCN(S(=O)(=O)c2ccc(F)cc2)C1)N1CCCCCC1 (stereo not drawn),-2.5,-7.7,2.7,-0.8,-2.1,-1.5,-3.5,4.7,-0.9,-0.5,1.1
O=CNC(=O)c1ccccc1C(=O)O,0.0,3.9,0.1,0.2,0.4,-0.9,0.3,0.3,-0.3,2.8,-2.1
O=S(=O)(CC(CN1CCOCC1)N1CCOCC1)c1ccccc1 (stereo not drawn),-0.6,5.6,1.7,-0.6,-0.3,-1.3,-0.2,0.0,-0.8,-5.3,-1.2
O=C(Nc1cccc(F)c1)Nc1ccnn1C1CCN(C(=O)c2ccccn2)CC1,2.5,-7.2,2.3,5.3,4.6,-1.1,2.5,6.2,1.7,0.7,-0.5
COc1ccc(Cl)cc1NC(=O)c1nnn(CC(=O)Nc2ccc(C)c(C)c2)c1N,-0.2,-4.9,3.4,-3.7,2.0,-0.7,-0.6,-6.3,0.8,0.4,1.6
O=C1NC[C@H](CC2CCCCC2)N(CCc2cccc(F)c2)C1=O,-0.8,0.2,0.3,2.5,0.3,-1.1,-0.1,-1.4,0.7,-3.0,-0.9
COc1cccc(CN(C)CC(=O)Nc2ccccc2C(=O)NC2CC2)c1,-1.4,-1.3,-2.0,-2.9,-3.0,-1.5,-2.2,3.6,0.5,1.7,-1.1
O=C(COc1ccc(Cl)cc1)NCc1nnc(SCC(=O)NC2CCCC2)o1,-1.0,3.3,-0.8,-4.3,-1.2,-1.2,-0.4,-3.2,-0.3,1.6,0.8
O=C(CCc1ccccc1)N1N=C(c2ccncc2)CC1(O)C(F)(F)F (stereo not drawn),-1.4,3.8,1.4,1.0,-5.5,-1.1,-0.4,-2.8,-2.3,-5.9,-1.8
Cc1cccc(C2NC(c3cccc(C)c3)C([N+](=O)[O-])C(C)(C)C2[N+](=O)[O-])c1 (stereo not drawn),-3.1,-0.5,-0.9,-1.9,-0.5,-1.2,0.5,-7.1,-1.6,-0.6,-0.1
CN(C)CCn1c(=S)[nH]c2ccccc2c1=O,-0.7,-0.8,2.7,1.8,-1.1,-0.6,0.0,1.6,-0.4,-5.1,-1.3
CCCCn1nnnc1C1(C)CCC(=O)N1c1ccc(N2CCOCC2)cc1 (stereo not drawn),-1.3,-7.4,.,0.4,-0.2,-0.6,0.2,8.6,.,-6.2,-0.6
COc1ccccc1CNC(=O)c1c(-c2ccccc2Cl)noc1C,-2.1,-5.2,2.8,2.2,-0.5,-1.1,0.4,-4.3,-0.7,3.1,-1.9
CCCc1c(OCCCCc2nn[nH]n2)ccc(C(C)=O)c1O,-0.5,-5.5,-1.5,3.2,-1.0,-1.6,-0.6,-20.7,0.0,4.7,-1.0
Cc1ccc(S(=O)(=O)N2C[C@H]3[C@H]4C(=O)N(c5ccccc5)C(=O)[C@H]4C[C@H](OC(=O)NCc4ccco4)[C@@]3(O)C2)cc1,-2.1,4.4,1.0,-0.5,-2.9,-0.8,1.2,-14.8,-0.8,-4.2,-0.1
Cc1nc(N)sc1C(=O)N/N=C/c1cccnc1,-1.1,-4.4,4.6,-3.1,0.1,-1.2,-0.3,8.0,0.5,0.2,-2.1
CCOP(=O)(OCC)C(Nc1cccc([N+](=O)[O-])c1)c1ccc(N(C)C)cc1 (stereo not drawn),0.1,-3.8,-0.6,-2.8,-0.1,-1.2,0.2,-2.0,.,-4.8,-0.9
O=C(O)c1ccc(-n2nnnc2Oc2cccc3cccnc23)cc1,-1.3,4.6,-1.5,-0.3,-3.7,-1.3,-0.9,10.1,0.7,3.9,-4.3
CN(N=Cc1ccccc1O)C(=O)c1ccccc1N,0.2,1.7,.,-1.6,6.3,-1.2,0.3,4.5,.,0.6,-1.7
Cc1nc2cc(C(=O)N3CCN(C(=O)C(C)(C)C)CC3)ccc2n1C1CCCC1,-2.6,-0.9,.,0.6,-0.8,-1.4,0.2,5.6,.,-4.6,.
COC(=O)C1=C(C)N(c2ccc(Cl)cc2)/C(=C/c2ccc(O)cc2)C1=O,-2.4,1.0,-0.8,-1.4,1.4,-1.6,-0.4,-19.5,0.8,2.9,1.4
O=C(CSc1nnc(-c2ccccc2Cl)o1)N1CCCCC1,-1.0,2.3,2.2,0.9,9.9,-0.9,3.2,1.1,-0.2,1.1,-1.0
CCN(c1ccc(OC)cc1)S(=O)(=O)N1CCCC(C(=O)NCc2ccccc2Br)C1 (stereo not drawn),-3.0,-3.9,-3.5,-2.3,-1.0,-1.4,-0.4,-9.3,-0.5,-4.0,-1.4
Cc1ccc(S(=O)(=O)N2CCN(C(=O)c3cc4c(s3)CCCC4)CC2)cc1,-1.4,-0.6,0.9,-2.8,-0.6,-0.7,1.3,-5.0,0.6,15.3,-1.7
O=C(c1ccc(Cl)cc1)N1CCC(c2nc(-c3cccs3)no2)CC1,-1.2,-1.2,-0.4,-3.5,-0.5,-1.6,-0.4,-5.8,-1.2,-0.8,-0.3
Nc1ccc(C(=O)N/N=C\c2cc(N=Nc3cccc4ccccc34)ccc2O)cc1,-0.8,-6.7,-12.5,-2.1,-7.8,-1.5,-3.5,34.0*,-5.9,2.6,0.4
O=C(O)CCSc1nnc(COc2ccc(Cl)cc2)n1-c1ccccc1,0.1,-5.7,0.6,-1.8,1.1,-0.2,0.6,-5.0,2.3,1.7,0.4
CN(CC(=O)Nc1ccccc1Cl)C(=O)c1cccc(-n2cccc2)c1,-0.2,-1.7,-1.5,-0.6,-0.2,-1.1,-0.1,-3.8,0.5,2.5,-0.6
COc1ccc(OCC(O)CN2C(=O)c3ccccc3C2=O)cc1 (stereo not drawn),-0.6,-7.2,1.2,-1.5,-0.7,-0.8,0.0,-6.5,2.2,-2.3,-1.8
Cc1ccccc1NC(=O)Cc1nc(COC(=O)c2cccc(C)c2O)cs1,-1.5,-7.5,1.5,0.7,-1.6,-0.8,-0.5,-32.7,0.5,1.4,-0.6
CC1CCCCN1Cc1ccc(N(C)C)cc1 (stereo not drawn),-2.6,0.1,0.8,1.1,-2.2,-1.2,-0.7,12.2,1.2,-1.8,0.4
Cc1cccc(OCCCC(=O)Nc2ccccc2C(F)(F)F)c1,-1.9,2.8,-3.4,-0.4,2.6,-1.4,-0.2,-6.6,-0.2,-4.0,-0.4
COc1ccc(CCN(Cc2nc3ccccc3c(=O)[nH]2)C(=O)c2ccco2)cc1OC,-1.2,1.9,0.5,2.7,-0.3,-1.3,0.1,-2.3,-0.3,-1.7,-1.3
C#CCN(C1CC1)S(=O)(=O)c1ccccc1Br,-2.9,2.7,.,3.0,-0.1,-0.3,0.2,6.4,.,8.7,.
COc1cccc(COC(=O)C2CCN(C(=O)c3ccccc3C)CC2)c1OC,-1.7,-2.4,-0.5,-0.6,1.1,-1.3,-0.5,-2.6,-0.1,4.4,-0.2
CCCN1CCN(C(=O)c2oc3ccccc3c2NC(=O)C2CC2)CC1,-0.5,-7.4,-2.6,-0.6,0.0,-0.8,-0.2,1.0,0.8,-1.6,-0.2
Cc1cc(C)c(C#N)c(SCc2[nH]nc3c2C(c2ccccc2)C(C#N)=C(N)O3)n1 (stereo not drawn),-0.8,-5.2,2.7,-2.4,-0.1,-1.3,0.8,-36.1,0.6,-3.8,-1.1
